Compound activity (PubChem)
PrPC surface inh: reduces human prion protein on the cell surface; P04156; cell surface PrPC, TR-FRET read-out; inhibition, % at 13.8 µM; 370,000 compounds, 0.43% hits; AID 720596; in the data active = inhibition above about 24%; note: 0% = median of the test wells and 100% = reference compound wells
CCHFV vOTU inh: blocks the CCHF virus ovarian tumor domain protease; CCHFV vOTU protease, Pep-AMC fluorescence; inhibition, % at 11.5 µM; 370,000 compounds, 0.55% hits; AID 651958; in the data active = inhibition above about 30%; note: 0% = vehicle wells with enzyme and 100% = no enzyme wells
DUSP3 inh: blocks human VHR1 dual specificity phosphatase; recombinant VHR phosphatase, pNPP absorbance; inhibition, % at 13.3 µM; 290,000 compounds, 0.52% hits; in the data active = inhibition above about 50%; note: some compounds called inactive have numbers as strong as hits
Target sequence (P51452 whole entry, looked up): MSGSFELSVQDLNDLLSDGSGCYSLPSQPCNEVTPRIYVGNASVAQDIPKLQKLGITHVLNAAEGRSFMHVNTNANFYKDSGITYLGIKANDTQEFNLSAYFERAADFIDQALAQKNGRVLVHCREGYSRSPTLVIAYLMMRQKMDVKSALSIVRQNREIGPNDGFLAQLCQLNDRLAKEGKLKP
SSB-PriA inh: blocks PriA binding to SSB C-terminal tail. AlphaScreen SSBct-PriA binding, biotinylated peptide. inhibition, % at 33 µM. 430,000 compounds, 0.6% hits; in the data active = inhibition mostly above about 37%, no sharp cut-off; inactive = mostly below about 20%;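 note: plate controls were negative control peptide for no effect and reference peptide for full effect; strong numbers were not always called active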
3CLpro inhibitor: SARS-CoV 3CLpro protease inhibition | 290,000 compounds, 0.14% hits | recombinant SARS-CoV 3CLpro, quenched FRET peptide cleavage | inhibition, % at 6 µM | AID 1706 | P0C6X7; in the data active = inhibition above about 12%
BoNT-A LC inh2: blocks Botulinum neurotoxin A light chain protease; inhibition, % at 10 µM; 360,000 compounds, 0.17% hits; AID 588499; multiplex microsphere protease substrate cleavage, flow cytometry; note: plate controls were buffer without enzyme for full effect and enzyme alone for no effect
Anthrax LF prot: anthrax lethal factor protease inhibition; 360,000 compounds, 0.12% hits; inhibition, % at 10 µM; multiplex microsphere protease cleavage assay, LF; P15917; AID 588501; note: plate controls were buffer without enzyme for full effect and enzyme alone for no effect
Target sequence (P15917 whole entry, looked up): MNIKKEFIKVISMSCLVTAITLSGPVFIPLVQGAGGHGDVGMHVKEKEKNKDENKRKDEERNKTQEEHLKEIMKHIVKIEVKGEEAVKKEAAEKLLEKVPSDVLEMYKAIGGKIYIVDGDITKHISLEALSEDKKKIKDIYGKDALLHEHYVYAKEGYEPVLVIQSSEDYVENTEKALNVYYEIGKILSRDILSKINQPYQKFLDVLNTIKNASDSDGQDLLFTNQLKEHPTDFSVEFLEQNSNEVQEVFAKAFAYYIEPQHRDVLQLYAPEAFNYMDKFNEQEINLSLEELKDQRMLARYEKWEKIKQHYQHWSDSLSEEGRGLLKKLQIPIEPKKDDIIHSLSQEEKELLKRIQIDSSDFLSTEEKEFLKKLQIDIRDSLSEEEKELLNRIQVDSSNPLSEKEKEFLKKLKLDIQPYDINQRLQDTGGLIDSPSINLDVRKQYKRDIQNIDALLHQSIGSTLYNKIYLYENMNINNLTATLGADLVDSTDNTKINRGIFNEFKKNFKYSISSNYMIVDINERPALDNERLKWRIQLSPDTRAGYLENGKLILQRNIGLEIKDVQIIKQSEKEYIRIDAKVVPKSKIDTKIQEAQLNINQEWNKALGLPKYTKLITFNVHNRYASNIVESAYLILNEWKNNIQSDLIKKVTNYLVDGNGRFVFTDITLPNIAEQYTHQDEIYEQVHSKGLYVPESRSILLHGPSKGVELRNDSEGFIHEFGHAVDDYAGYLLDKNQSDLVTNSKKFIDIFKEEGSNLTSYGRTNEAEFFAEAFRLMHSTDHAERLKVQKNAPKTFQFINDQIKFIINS
Rv3671c protease: Rv3671c (M. tuberculosis) protease inhibition. P9WHR9. inhibition, % at 5.96 µM. 320,000 compounds, 0.048% hits. AID 2606; in the data active = inhibition above about 38%;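 note: extracellular domain of Rv3671c used as enzyme; 0% = enzyme with DMSO and 100% = no enzyme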
BoNT F protease: blocks Botulinum neurotoxin F light chain protease; Multiplex microsphere protease cleavage assay, flow cytometry; 360,000 compounds, 0.22% hits; inhibition, % at 10 µM; AID 588497; in the data active = inhibition above about 35%, passing the limit was not always enough; inconclusive = no clear call, values can overlap the other calls; note: plate controls were buffer without enzyme for full effect and enzyme alone for no effect
MazEF act: activators of E. coli MazEF toxin-antitoxin RNase. FAM/BHQ RNA-DNA oligo cleavage fluorescence, 5 h. activation, % at 20 µM. 350,000 compounds, 0.32% hits; in the data active = activation above about 50%
Target sequence (P0AE70 whole entry, looked up): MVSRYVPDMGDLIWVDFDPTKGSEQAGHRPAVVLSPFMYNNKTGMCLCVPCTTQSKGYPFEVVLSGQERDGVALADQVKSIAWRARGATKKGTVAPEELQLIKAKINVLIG
Numbers without * were called inactive; & = joins results of further samples. Cut-off read from the data, not from the text of the source, unless noted: active = inhibition above about 30%; inconclusive = no clear call, values can overlap the other calls; inactive = below that. An excerpt (hit frequency here may not be typical).

Cn1cc(CC(=O)NC2CCCCC2)c2ccccc21 was read as PrPC surface inh -5, CCHFV vOTU inh 0, DUSP3 inh 23, SSB-PriA inh -1, 3CLpro inhibitor 3, BoNT-A LC inh2 -0.1, Anthrax LF prot 0, Rv3671c protease -3, BoNT F protease -2 and MazEF act -6.
Screening CC(NC(=O)COC(=O)c1ccc2ccccc2n1)C1CC2CCC1C2 (centres undefined) returned PrPC surface inh 9, CCHFV vOTU inh -5, DUSP3 inh 7, SSB-PriA inh 1, 3CLpro inhibitor 3, BoNT-A LC inh2 -0.6, Anthrax LF prot -2, Rv3671c protease -2, BoNT F protease 8 and MazEF act -2.
`O=C(O)c1nn(-c2cccc(Cl)c2)c(=O)cc1O` gave PrPC surface inh 2, CCHFV vOTU inh -6, DUSP3 inh 8, SSB-PriA inh 3, 3CLpro inhibitor 2, BoNT-A LC inh2 1.0, Anthrax LF prot -1, Rv3671c protease -3, BoNT F protease 7 and MazEF act 6.
For O=C(NCCc1nnc2ccc(NCc3ccc(F)cc3)nn12)c1ccccc1 the results were PrPC surface inh 0, CCHFV vOTU inh -9, DUSP3 inh -8, SSB-PriA inh -6, 3CLpro inhibitor -3, BoNT-A LC inh2 -1.5, Anthrax LF prot 2, Rv3671c protease -8, BoNT F protease -8 and MazEF act 2.
`CC[n+]1c(/C=C/N(C)c2ccccc2)oc2ccc(Cl)cc21` gave PrPC surface inh -4, CCHFV vOTU inh 19, DUSP3 inh 33, SSB-PriA inh 9, 3CLpro inhibitor 1, BoNT-A LC inh2 2.4, Anthrax LF prot 2, Rv3671c protease -19, BoNT F protease 17 and MazEF act -12.
For Nc1nonc1C(=O)OCC(=O)N1CCOCC1 the results were PrPC surface inh -2, CCHFV vOTU inh 3, DUSP3 inh 6, SSB-PriA inh -9, 3CLpro inhibitor 3, BoNT-A LC inh2 inconclusive, Anthrax LF prot -7, Rv3671c protease 5, BoNT F protease -5 and MazEF act 7.
`Cc1cc(=O)oc2cc(NS(=O)(=O)c3ccc(F)cc3)ccc12` gave PrPC surface inh 0, CCHFV vOTU inh -342, DUSP3 inh 6, SSB-PriA inh -10, 3CLpro inhibitor -3, BoNT-A LC inh2 2.2, Anthrax LF prot -3, Rv3671c protease 5, BoNT F protease inconclusive and MazEF act 0.
`CCCn1c(=N)n(CC(=O)OCC)c2ccccc21` gave PrPC surface inh -7, CCHFV vOTU inh 2, DUSP3 inh 19, SSB-PriA inh -18, 3CLpro inhibitor -7, BoNT-A LC inh2 0.2, Anthrax LF prot -1, Rv3671c protease 6, BoNT F protease -5 and MazEF act 1.
`COc1ccc(C2CC(c3cccs3)=NN2c2ccccc2)cc1` (centres undefined) gave PrPC surface inh 4, CCHFV vOTU inh -36, DUSP3 inh 15, SSB-PriA inh -24&-66, 3CLpro inhibitor 6, BoNT-A LC inh2 5.9, Anthrax LF prot -1, Rv3671c protease 6, BoNT F protease 2 and MazEF act -6.
`COc1ccc(CNC(=O)Nc2ccc3c(c2)N(C)C(=O)CS3)cc1` gave PrPC surface inh 7, CCHFV vOTU inh -5, DUSP3 inh 16, SSB-PriA inh -1, 3CLpro inhibitor -3, BoNT-A LC inh2 -0.2, Anthrax LF prot 0, Rv3671c protease 4, BoNT F protease -1 and MazEF act 0.
COC(=O)c1sccc1NC(=O)C1CC=CCC1C(=O)O (centres undefined) was read as PrPC surface inh 97*, CCHFV vOTU inh 3, DUSP3 inh -18, SSB-PriA inh -4, 3CLpro inhibitor 8, BoNT-A LC inh2 -0.7, Anthrax LF prot -14, Rv3671c protease -1, BoNT F protease 1 and MazEF act 1.
For CC(C)N1CCC(N2CCN(Cc3cc4c(cc3Cl)OCO4)CC2CCO)CC1 (centres undefined) the results were PrPC surface inh 1, CCHFV vOTU inh -1, DUSP3 inh -14, SSB-PriA inh 1, 3CLpro inhibitor 2, BoNT-A LC inh2 0.5, Anthrax LF prot -7, Rv3671c protease -16, BoNT F protease -5 and MazEF act -1.
COc1ccccc1-c1nc2ccccc2nc1-c1ccccc1 was read as PrPC surface inh -4, CCHFV vOTU inh 0, DUSP3 inh 5, SSB-PriA inh -44, 3CLpro inhibitor 4, BoNT-A LC inh2 0.4, Anthrax LF prot 0, Rv3671c protease -3, BoNT F protease -5 and MazEF act -2.
`CCOC(=O)C1=CN(CC)S(=O)(=O)NC1c1ccc(F)c(Cl)c1` (centres undefined) gave PrPC surface inh 9, CCHFV vOTU inh 27, SSB-PriA inh 2, BoNT-A LC inh2 -0.2, Anthrax LF prot -1, BoNT F protease 1 and MazEF act 3.
For O=C(COc1ccc(Cl)cc1Cl)Nc1ccccc1NS(=O)(=O)c1cccs1 the results were PrPC surface inh 10, CCHFV vOTU inh 11, DUSP3 inh 6, SSB-PriA inh -1, 3CLpro inhibitor 2, BoNT-A LC inh2 0.5, Anthrax LF prot -1, Rv3671c protease -30, BoNT F protease 1 and MazEF act 1.
For Cn1c(=O)c2c(nc(N3CCN(c4ccccc4)CC3)n2CCCc2ccccc2)n(C)c1=O the results were PrPC surface inh -4, CCHFV vOTU inh -1, DUSP3 inh 2, SSB-PriA inh 7, 3CLpro inhibitor 0, BoNT-A LC inh2 -0.1, Anthrax LF prot -6, Rv3671c protease 10, BoNT F protease -1 and MazEF act 4.
For CC(=O)N1CCN(c2ccc(NC(=O)c3ccc([N+](=O)[O-])o3)cc2Cl)CC1 the results were PrPC surface inh 10, CCHFV vOTU inh 13, DUSP3 inh 11, SSB-PriA inh -2, 3CLpro inhibitor 2, BoNT-A LC inh2 -1.2, Anthrax LF prot -11, Rv3671c protease 10, BoNT F protease -4 and MazEF act 5.
Screening COc1ccc(NC(=O)C2CCCN(c3cnccn3)C2)cc1 (centres undefined) returned PrPC surface inh 8, CCHFV vOTU inh 20, DUSP3 inh -25, SSB-PriA inh -5, 3CLpro inhibitor -6, BoNT-A LC inh2 -0.3, Anthrax LF prot 2, Rv3671c protease -7, BoNT F protease -3 and MazEF act 7.
For CCOC(=O)c1c(-c2cccc([N+](=O)[O-])c2)csc1NC(=O)C1CCCCC1 the results were PrPC surface inh -1, CCHFV vOTU inh 1, DUSP3 inh -12, SSB-PriA inh 7, 3CLpro inhibitor -2, BoNT-A LC inh2 -0.6, Anthrax LF prot -6, Rv3671c protease 0, BoNT F protease -4 and MazEF act -1.
For COc1ccc(C(=O)NC(C(=O)N2CCN(c3ccccc3O)CC2)C(C)C)cc1 (centres undefined) the results were PrPC surface inh 2, CCHFV vOTU inh -5, DUSP3 inh -12, SSB-PriA inh -5, 3CLpro inhibitor 0, BoNT-A LC inh2 -1.9, Anthrax LF prot 7, Rv3671c protease 3, BoNT F protease -3 and MazEF act -21.
CCC(CC)NC(=O)c1cccc(NC(=O)C(C)C)c1 was read as PrPC surface inh -4, CCHFV vOTU inh -2, DUSP3 inh -1, SSB-PriA inh 4, 3CLpro inhibitor 6, BoNT-A LC inh2 0.3, Anthrax LF prot -2, Rv3671c protease -9, BoNT F protease 0 and MazEF act -1.
For C[C@H](CO)N1C[C@H](C)[C@@H](CN(C)C(=O)NC2CCCCC2)Oc2c(NC(=O)CCC(F)(F)F)cccc2C1=O the results were PrPC surface inh -7, CCHFV vOTU inh 6, SSB-PriA inh 3, BoNT-A LC inh2 -0.5, Anthrax LF prot -10, Rv3671c protease 6, BoNT F protease 1 and MazEF act 4.
Screening COc1cc(CNC(C)C)c(Br)cc1OC1CCCC1 returned PrPC surface inh -6, CCHFV vOTU inh -7, DUSP3 inh 20, SSB-PriA inh -11, 3CLpro inhibitor -1, BoNT-A LC inh2 0.2, Anthrax LF prot 0, Rv3671c protease 2, BoNT F protease -3 and MazEF act 1.
Cc1ccc(NC(=O)/C=C/c2ccc([N+](=O)[O-])s2)c(C)c1 was read as PrPC surface inh -4, CCHFV vOTU inh -12, DUSP3 inh 27, SSB-PriA inh -6, 3CLpro inhibitor -2, BoNT-A LC inh2 0.4, Anthrax LF prot 0, Rv3671c protease -5, BoNT F protease -4 and MazEF act 6.
`O=C(Cn1c(=O)oc2cc(S(=O)(=O)N3CCCC3)ccc21)Nc1cccc(C(F)(F)F)c1` gave PrPC surface inh 10, CCHFV vOTU inh -1, DUSP3 inh -5, SSB-PriA inh -4, 3CLpro inhibitor -2, BoNT-A LC inh2 -0.5, Anthrax LF prot -6, Rv3671c protease -35, BoNT F protease 2 and MazEF act 3.
`Cc1nc2ccccc2n1CC(=O)N/N=C/c1cccnc1` gave PrPC surface inh -3, CCHFV vOTU inh 0, DUSP3 inh 33, 3CLpro inhibitor -1, BoNT-A LC inh2 0.1, Anthrax LF prot -1, Rv3671c protease 8, BoNT F protease -1 and MazEF act -4.
Screening OC(Cc1ccncc1)(c1ccccc1)c1ccccc1 returned PrPC surface inh 0, CCHFV vOTU inh 11, SSB-PriA inh -13, BoNT-A LC inh2 -0.7, Anthrax LF prot -6, Rv3671c protease 1, BoNT F protease -7 and MazEF act 3.
`C=C(C)Cn1c(C)cc(C)c(S(=O)(=O)c2ccc(C)cc2)c1=O` gave PrPC surface inh 3, CCHFV vOTU inh 12, DUSP3 inh -12, SSB-PriA inh -31, 3CLpro inhibitor 2, BoNT-A LC inh2 0.4, Anthrax LF prot -1, Rv3671c protease -1, BoNT F protease -9 and MazEF act 0.
O=S(=O)(c1cccc(C(F)(F)F)c1)N(CCCN1CCOCC1)Cc1cccs1 was read as PrPC surface inh -7&0, CCHFV vOTU inh 8&-9, DUSP3 inh -18&13, SSB-PriA inh -7, 3CLpro inhibitor -2&1, BoNT-A LC inh2 0.1&-0.7, Anthrax LF prot -6&1, Rv3671c protease 2&-3, BoNT F protease -3&0 and MazEF act 2&8.
O=C(Oc1cccc(-c2cnc3ccccc3n2)c1)c1ccco1 was read as PrPC surface inh -6, CCHFV vOTU inh 16, DUSP3 inh 6, SSB-PriA inh 3, 3CLpro inhibitor 1, BoNT-A LC inh2 1.2, Anthrax LF prot 1, Rv3671c protease 7, BoNT F protease -3 and MazEF act 0.
`CCN1CCN(C(=O)c2ccc3c(c2)N(Cc2ccccc2)C(=O)c2ccccc2S3(=O)=O)CC1` gave PrPC surface inh -7, CCHFV vOTU inh 13, DUSP3 inh 29, SSB-PriA inh -11, 3CLpro inhibitor -8, BoNT-A LC inh2 -0.9, Anthrax LF prot 0, Rv3671c protease 1, BoNT F protease 0 and MazEF act -6.
CCC(c1nnnn1C1CCCC1)N1CCN(c2cccc(OC)c2)CC1 (centres undefined) was read as PrPC surface inh 6, CCHFV vOTU inh -1, DUSP3 inh 14, SSB-PriA inh 2, 3CLpro inhibitor -6, BoNT-A LC inh2 0.6, Anthrax LF prot -3, Rv3671c protease 6, BoNT F protease -3 and MazEF act -26.
Screening O=C(NN1CCOCC1)c1cn(-c2ccccc2)nc1-c1cccs1 returned PrPC surface inh -3, CCHFV vOTU inh -2, DUSP3 inh -5, SSB-PriA inh -5, 3CLpro inhibitor -1, BoNT-A LC inh2 -0.1, Anthrax LF prot -3, Rv3671c protease 1, BoNT F protease -1 and MazEF act 7.
CCC1CCC(C)N(N=O)C1 (centres undefined) was read as PrPC surface inh 4, CCHFV vOTU inh 2, SSB-PriA inh -16, BoNT-A LC inh2 0.0, Anthrax LF prot 2, BoNT F protease 3 and MazEF act 5.
Screening N#Cc1ccccc1CSCCNC(=O)Cc1c(F)cccc1Cl returned PrPC surface inh -1, CCHFV vOTU inh -2, DUSP3 inh 12, SSB-PriA inh -11, 3CLpro inhibitor 2, BoNT-A LC inh2 2.3, Anthrax LF prot -12, Rv3671c protease 3, BoNT F protease -4 and MazEF act 1.

2 compounds picked at random from those above, as already listed:
For COc1ccc(C(=O)NC(C(=O)N2CCN(c3ccccc3O)CC2)C(C)C)cc1 (centres undefined) the results were PrPC surface inh 2, CCHFV vOTU inh -5, DUSP3 inh -12, SSB-PriA inh -5, 3CLpro inhibitor 0, BoNT-A LC inh2 -1.9, Anthrax LF prot 7, Rv3671c protease 3, BoNT F protease -3 and MazEF act -21.
`CCN1CCN(C(=O)c2ccc3c(c2)N(Cc2ccccc2)C(=O)c2ccccc2S3(=O)=O)CC1` gave PrPC surface inh -7, CCHFV vOTU inh 13, DUSP3 inh 29, SSB-PriA inh -11, 3CLpro inhibitor -8, BoNT-A LC inh2 -0.9, Anthrax LF prot 0, Rv3671c protease 1, BoNT F protease 0 and MazEF act -6.
